# Screening data (PubChem)
# IMPase Li cell: IMPase inhibition in cells with lithium potentiation | CHO-M1 cells, IP1 TR-FRET (IP-One), carbachol + lithium | Potency, µM (doses to about 59.4 µM), for inactives: at the highest dose activity, negative = IMPase inhibition, usual class: inhibitors | 210,000 tested, 0.35% active | AID 1457;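 also: IP1 builds up when IMPase is blocked and the TR-FRET signal falls; potency is read from the fitted curve at half-maximal effect; plate controls were basal vehicle for no effect and high inhibitor control for full effect; nearly all actives have a fitted effect of over 50% in size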
#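 CHO cells stably expressing M1 receptor (2000/well, cultured 16–30 h) treated 30 min at 37C with compound plus low lithium. Cytosolic IP1 by TR-FRET (665/620 ratio and 620 channel) after 10 min lysis; AC50 by Hill fit.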
# CBFb-RUNX1 inh: inhibitors of human CBF-beta and RUNX1 interaction | Q01196+Q13951 | AlphaScreen CBFb-His/RUNX1-biotin binding, biochemical | Potency, µM (series often up to 59.8 µM), for inactives: top-dose activity, negative = inhibition, usual class: inhibitors | 230,000 tested, under 10 active | AID 1477; also: % of control where 0% means no effect
# Target sequence (Q01196 whole entry, looked up): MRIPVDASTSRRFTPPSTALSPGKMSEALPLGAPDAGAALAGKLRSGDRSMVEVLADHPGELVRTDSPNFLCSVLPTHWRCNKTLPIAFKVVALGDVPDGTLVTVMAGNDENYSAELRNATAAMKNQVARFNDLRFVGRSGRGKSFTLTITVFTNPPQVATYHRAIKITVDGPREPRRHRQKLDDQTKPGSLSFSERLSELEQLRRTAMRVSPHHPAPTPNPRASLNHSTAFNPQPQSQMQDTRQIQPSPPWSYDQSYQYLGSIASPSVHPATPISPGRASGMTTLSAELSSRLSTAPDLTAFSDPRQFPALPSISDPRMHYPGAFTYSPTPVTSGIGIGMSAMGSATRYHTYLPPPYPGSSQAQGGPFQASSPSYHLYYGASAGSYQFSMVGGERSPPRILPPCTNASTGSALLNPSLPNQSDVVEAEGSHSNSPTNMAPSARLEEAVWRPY
# Target sequence (Q13951 whole entry, looked up): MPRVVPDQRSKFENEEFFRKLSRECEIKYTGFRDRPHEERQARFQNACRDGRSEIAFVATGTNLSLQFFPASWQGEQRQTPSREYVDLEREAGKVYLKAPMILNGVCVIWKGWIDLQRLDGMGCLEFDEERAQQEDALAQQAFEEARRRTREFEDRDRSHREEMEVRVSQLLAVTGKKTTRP
#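 Inhibition was taken as any reduction in AlphaScreen signal from the CBF-beta–RUNX1 pair (His and biotin tags, 30 nM each), measured after compound (15 min) and bead (90 min) incubations at room temperature.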
# Luc counter: blocks Kinase-Glo luciferase, a counter-screen artifact | Potency, µM (titrated, usually from 38.3 µM), for the others: at the highest dose activity change, negative = inhibition, usual class: inhibitors | AID 1379 | Kinase-Glo luciferase, ATP luminescence, 8 min | 200,000 tested, 0.28% active | Q27757; also: potency is read from the fitted curve at half-maximal effect; % is scaled to controls: 0 for no effect and ±100 for the full control effect; nearly all actives have a fitted effect of over 60% in size
#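 Substrate mix (final 50 mM imidazole pH 7.2, 50 mM KCl, 7 mM MgCl2, 10 uM ATP, 0.01% Tween 20, 0.05% BSA) plus pin-tool compound, then Kinase-Glo detection mix; 8 min ambient, luminescence read.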
# NPSR antagonist: blocks cAMP signaling of the human neuropeptide S receptor; CHO-NPSR cells, cAMP TR-FRET, antagonist mode; Potency, µM (doses to about 38.3 µM), for the others: at the highest dose activity change, negative = inhibition, most hits filed as inhibitors; 220,000 tested, 1% active; Q6W5P4; also: potency is read from the fitted curve at half-maximal effect; % is scaled to controls: 0 for no effect and ±100 for the full control effect; nearly all actives have a fitted effect of over 50% in size; many of its hits are not listed in these tables
# Target sequence (Q6W5P4 whole entry, looked up): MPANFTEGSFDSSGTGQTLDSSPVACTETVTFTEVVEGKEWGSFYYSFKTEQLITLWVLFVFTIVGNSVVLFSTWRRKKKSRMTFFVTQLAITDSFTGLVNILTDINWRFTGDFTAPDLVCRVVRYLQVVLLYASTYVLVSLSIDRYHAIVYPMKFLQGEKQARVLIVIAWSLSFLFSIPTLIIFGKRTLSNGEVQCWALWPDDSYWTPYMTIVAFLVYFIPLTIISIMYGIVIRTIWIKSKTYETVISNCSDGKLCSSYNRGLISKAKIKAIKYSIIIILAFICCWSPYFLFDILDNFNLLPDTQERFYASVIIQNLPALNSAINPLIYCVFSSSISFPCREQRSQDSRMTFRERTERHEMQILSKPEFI
# Epigenetic derep: epigenetic control regulation, reporter derepression. murine LDR cells, GFP reporter derepression, 30 h. Potency, µM (top dose mostly 53.9 µM), without a hit: at the top dose GFP activation, hits mostly activators. 280,000 tested, 0.2% active. AID 1865; also: potency is read from the fitted curve at half-maximal effect; % of control where 0% means no effect; nearly all actives have a fitted effect of over 60% in size
#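 Murine LDR cells carrying a silenced, genomically integrated CMV-driven GFP reporter were exposed to compound for 30 hours at 37 C. After PBS washes, GFP-positive cells (20–120 um objects) were counted by laser-scanning microplate cytometry.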
# HttQ103 aggreg: reduces HttQ103-GFP aggregates in PC12 cells | PC12 HttQ103-GFP aggregates, Acumen cytometry, 40 h | Potency, µM (doses to about 46.1 µM), without a hit: top-dose activity change, negative = inhibition, hits mostly inhibitors | 220,000 tested, 1.1% active | AID 1688; also: potency is read from the fitted curve at half-maximal effect; % is scaled to controls: 0 for no effect and ±100 for the full control effect; nearly all actives have a fitted effect of over 60% in size
#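 PC12/HTTQ103-GFP, ecdysone-inducible; teb 100 nM; cpd qHTS titration; GFP aggregates read on laser cytometer, Ex 488/Em 500-530 nm.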
# LMNA splice mod: modulators of lamin A splicing; 200,000 tested, 0.01% active; AID 1487; Potency, µM (highest dose often 46.1 µM), inactives show at the highest dose ratio change, negative = inhibition, usual class: inhibitors; HeLa LMNA splicing GFP/RFP minigene ratio, 48 h; active = well fitted inhibition curve with a large enough effect in the signal ratio, with a control signal flat, not every such curve was filed as active; inconclusive = small, poorly fitted or top-dose-only effect, or effect the other way, or a change in a side signal; the % refers to the signal ratio; also: potency is read from the fitted curve at half-maximal effect; % is scaled to controls: 0 for no effect and ±100 for the full control effect
#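 S3 HeLa cells stably expressing lamin A-EGFP splicing minigene plus DsRed2, 600 cells/well, 48 h compound exposure at 37C. Laser-scanning cytometry; analysed as GFP (500-530 nm)/RFP (575-640 nm) total intensity ratio; 0.5% DMSO vehicle.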
# * marks the source's active call; other numbers are inactive results; ? = inconclusive; nt = not tested or not shown; [ ] = another dose, or the depositor's remark. Unless noted, calls follow the shape of the dose curve; as a rule, active = well fitted curve in the direction sought with a large enough effect; inconclusive = small, poorly fitted or top-dose-only effect, or another doubt; inactive = no such curve, though single readings can be large; an effect the other way counts as inactive or inconclusive. Some of the compounds tested; rates above refer to the full screens.
SMILES,IMPase Li cell,CBFb-RUNX1 inh,Luc counter,NPSR antagonist,Epigenetic derep,HttQ103 aggreg,LMNA splice mod
COC(=O)c1ccccc1OCCCOc1ccc(C)cc1OC,5%[38.3 µM],16%,-6%,?,-1.0%,?,?
N#CCSc1nnc(COc2cccc3ccccc23)n1-c1cccc(Cl)c1,14%[38.3 µM],4%,-3%,-13%[7.67 µM],-1.6%,?,?
Cc1ccc(-c2csc3ncnc(Oc4ccc5c(C)cc(=O)oc5c4)c23)cc1,-1%,?,-1%,-26%,1.0%,-2%,?
COc1cc(/C=C(\C#N)C(N)=O)ccc1OCc1c(C)no[n+]1[O-],nt,15%,nt,10%,3.3%,17%[9.22 µM],?
CN(C)c1ccc(NC(=O)c2cccc(N3C(=O)C4C5C=CC(C5)C4C3=O)c2)cc1 (configuration not stated),?,-12%,5%,4%[46.1 µM],-1.2%,6%,1%
CC(=O)Oc1ccc(-n2c(=O)c3ccccc3c3ccccc3c2=O)cc1,20%,3%,0%,?,0.0%,nt,1%[46 µM]
O=C(Cn1c(C(F)(F)F)nc2ccccc21)c1ccc(F)cc1,3%[38.3 µM],5%,1%,-22%[46.1 µM],-3.3%,-10%,13%
CN1CCN(C(=O)CSc2nc(-c3ccncc3)ccc2C#N)CC1,-4%[38.3 µM],3%,16%,-12%[46.1 µM],-1.6%,4%,1%
CCCCC(=O)Nc1ccc(C(=O)Nc2ccc(OC)cc2[N+](=O)[O-])cc1,6%,-6%,0%,1%,?,-7%,-7%
CCCN(CCC)S(=O)(=O)c1ccc(C(=O)Nc2c(C)n(C)n(-c3ccccc3)c2=O)cc1,3%,13%,-1%,10%,-5.7%,14%,3%[46 µM]
Cn1c(CNC(=O)c2ccco2)nnc1SCC(=O)Nc1cccc(F)c1,0%,7%,0%,10%,-1.5%,-3%,nt
Cc1ccc(NC(=O)c2ccccc2NS(=O)(=O)c2ccc(Cl)s2)cc1S(=O)(=O)N1CCOCC1,5%,4%,2%,-20%,-1.0%,?,?
Cc1ccc(S(=O)(=O)NCCC(=O)O)cc1,19%[38.3 µM],0%,19%,-6%[46.1 µM],0.8%,-10%,1%
CCc1cc2c(NCC3CCCO3)nc(C)nc2s1 (configuration not stated),5%,-2%,2%,9%,0.0%,-17%,?
COc1cc(C)c(C(=O)Oc2cc(C)c(C(=O)O)c(O)c2)c(O)c1,nt,7%,nt,-21%,0.0%,4%[9.22 µM],nt
Cn1cccc1C(=O)OCC(=O)Nc1cccc(S(=O)(=O)N2CCOCC2)c1,-12%,-2%,4%,-18%,-3.8%,1%,nt
O=C(c1ccc(N2CCOCC2)c([N+](=O)[O-])c1)N1CCN(S(=O)(=O)c2cccs2)CC1,7%,-1%,-1%,-2%,7.4%,-11%,-5%[46 µM]
COc1cccc(C(=O)NNC(=O)CCc2ccccc2)c1,0%,-1%,-1%,21%,0.2%,-16%,nt
Fc1ccccc1/C=C/c1ccc2ccccc2n1,5%,8%,?,-7%,0.0%,-4%,-11%
CC(C)CCNC(=O)C(=O)NC1CCCC1,-5%,16%,14%,11%,2.1%,12%,-4%
CCCOc1ccc(N/C=C/C(=O)C(C)(C)C)cc1,12%,-2%,-2%,-16%,-1.5%,1%,nt
COc1cccc(N(C(=O)CNC(=O)c2ccco2)C(C(=O)NC2CCCCC2)c2ccncc2)c1 (configuration not stated),-18%[38.3 µM],1%,6%,-22%[46.1 µM],-0.7%,-1%,?
CC(=O)c1ccc(OC(=O)CCc2nc3ccccc3s2)cc1,0%,-1%,-6%,4%,?,?,-23%[46 µM]
O=C(CSc1nnc(NC(=O)c2ccco2)s1)Nc1ccc(F)cc1,?,-4%,1%,2%,-5.1%,7%[9.22 µM],nt
CCOc1ccc(C(=O)NCC(=O)OC(C)C(=O)NCc2ccco2)cc1OCC (configuration not stated),2%[38.3 µM],2%,0%,-3%[46.1 µM],0.8%,14%,-5%

# Full records, looked up by structure. Values in the order: IMPase Li cell, CBFb-RUNX1 inh, Luc counter, NPSR antagonist, Epigenetic derep, HttQ103 aggreg, LMNA splice mod
# `CN(C)c1ccc(NC(=O)c2cccc(N3C(=O)C4C5C=CC(C5)C4C3=O)c2)cc1` (configuration not stated) is entered as ?, -12%, 5%, 4%[46.1 µM], -1.2%, 6%, 1%
# `Cc1ccc(S(=O)(=O)NCCC(=O)O)cc1` is entered as 19%[38.3 µM], 0%, 19%, -6%[46.1 µM], 0.8%, -10%, 1%
# `CC(C)CCNC(=O)C(=O)NC1CCCC1` is entered as -5%, 16%, 14%, 11%, 2.1%, 12%, -4%
# `Fc1ccccc1/C=C/c1ccc2ccccc2n1` is entered as 5%, 8%, ?, -7%, 0.0%, -4%, -11%

# Next section
SMILES,IMPase Li cell,CBFb-RUNX1 inh,Luc counter,NPSR antagonist,Epigenetic derep,HttQ103 aggreg,LMNA splice mod
COc1ccc([N+](=O)[O-])cc1N(CC(O)CN(C)C)S(=O)(=O)c1ccc(C)cc1 (configuration not stated),1%,2%,2%,2%,0.2%,-4%[9.22 µM],-5%[46 µM]
Cc1cc(C)nc(Nc2ccccc2Br)n1,4%[38.3 µM],2%,0%,22%[46.1 µM],-0.7%,2%,-7%
O=C(NCC1CCCO1)C(c1cccs1)N(Cc1ccccc1Cl)C(=O)c1ccc(-c2ccccc2)[nH]1 (configuration not stated),13%,-23%,1%,-54%,0.0%,0%,?
CN(C)C(CNS(=O)(=O)c1ccc(Br)cc1)c1cccnc1 (configuration not stated),6%,13%,-2%,-7%[46.1 µM],-8.7%,1%,-9%
Cc1ccccc1Cn1c(=O)n(CCC(=O)NCc2ccc3c(c2)OCO3)c(=O)c2ccccc21,16%[38.3 µM],-1%,1%,-2%[46.1 µM],5.9%,25%[9.22 µM],9%
CC1(C)CC(N2CCCC2)=CC(=[N+]2CCCC2)C1,13%,3%,-4%,13%,-3.0%,13%,?
COc1ccc(-c2nc3cccc(C)n3c2NCc2ccco2)cc1OC,1%,-16%,2%,-12%[46.1 µM],0.9%,7%,-6%
Clc1ccc(Cn2ncc3c(NCc4ccccc4)ncnc32)cc1,10%[38.3 µM],-1%,-1%,1%[46.1 µM],0.7%,-20%,?
O=C(CSc1nc2ccsc2c(=O)n1Cc1ccccc1)NCc1ccco1,6%,-7%,0%,-23%[46.1 µM],-0.9%,-18%,-19%
CSc1[nH]c(=O)c(C(=O)O)cc1C#N,?,-2%,-4%,-10%[46.1 µM],-1.0%,-31%,-5%
c1ccc(C(c2ccccc2)c2noc(CN3CCN(CC4CC4)CC3)n2)cc1,21%,3%,-1%,25%,0.0%,-14%[9.22 µM],-18%[46 µM]
CC(C)N1CCC(NC(=O)Nc2ccc3c(c2)OCO3)CC1,6%,1%,0%,-13%,-8.5%,1%[9.22 µM],nt
C=CCSc1nccc(=O)[nH]1,-5%,6%,-1%,16%,0.0%,0%,-3%
CCOC(=O)c1cc2c3ccccc3n(CC)c2nc1N,?,-1%,-3%,1%[46.1 µM],-1.0%,26%,2%
CCC/C=C(\CCC)C(NC(=O)C(C)(C)C)c1ccc(C(=O)OC)cc1 (configuration not stated),7%,?,-4%,nt,0.8%,nt,nt
COc1ccc(O)c(/C=N/NC(=O)c2c(C)nnn2-c2nonc2N)c1,-9%,?,1%,6%,1.1%,?,?
COC(=O)c1ccccc1NC(=O)CSc1nccc(C)n1,9%,9%,0%,-19%,1.6%,19%[9.22 µM],15%[46 µM]
O=C(NN=C1CCC(c2ccccc2)CC1)c1cc2c(s1)CCCC2 (configuration not stated),0%,5%,5%,16%,-0.1%,-8%,-5%
COc1ccc(CN(C)CC(=O)Nc2cc(OC)c([N+](=O)[O-])cc2C)c(OC)c1,13%,-14%,1%,10%,1.0%,-24%,?
CCOc1cc(C2C(C#N)=C(N)SC(N)=C2C#N)ccc1OCCN1CCOCC1,?,-7%,1%,-12%[46.1 µM],5.4%,?,-13%
CCCCOc1ccc(C(=O)N/C(=C/C=C/c2ccccc2)C(=O)NCCCO)cc1,18%,23%,4%,-5%,1.5%,8%,-13%
CCN(C(=O)c1ccnc(C(C)(C)C)c1)c1ccccc1,14%[38.3 µM],-2%,1%,-14%[46.1 µM],-2.1%,-3%,-1%
CC1CCCCC1NC1=NCCS1 (configuration not stated),43%[activator][38.3 µM],-3%,5%,1%[46.1 µM],-1.8%,8%[9.22 µM],16%
Cc1ccccc1-n1nc(C)c2c1N=C1C(Cl)=CC(Cl)=CN1C2c1ccc(C(=O)O)cc1 (configuration not stated),3%,2%,4%,-35%,-1.8%,11%,13%
Cc1onc(-c2c(F)cccc2Cl)c1C(=O)NCCc1ccc(S(N)(=O)=O)cc1,-8%[38.3 µM],-9%,2%,0%[46.1 µM],-0.7%,-9%,?
# The list goes on.
SMILES,IMPase Li cell,CBFb-RUNX1 inh,Luc counter,NPSR antagonist,Epigenetic derep,HttQ103 aggreg,LMNA splice mod
CC1CCc2nn(CC(=O)NCc3ccc(F)cc3)cc2C1 (configuration not stated),6%[38.3 µM],7%,1%,-12%[46.1 µM],-0.8%,-27%,-6%
CC(C)C(NC(=O)c1ccc(C(C)(C)C)cc1)C(=O)NCC(c1ccccc1)N(C)C (configuration not stated),nt,2%,nt,6%[7.67 µM],3.0%,1%[9.22 µM],nt
Cc1sc2nc(COC(=O)c3ccc(O)cc3)[nH]c(=O)c2c1C,nt,0%,nt,4%[7.67 µM],-1.4%,6%[9.22 µM],nt
COc1ccc(/C=C/C(=O)Nc2c(C)nn(C)c2C)cc1COc1ccc(Cl)cc1Br,9%,4%,-3%,-5%[46.1 µM],-1.1%,-19%,-8%
COc1cc([N+](=O)[O-])cc(/C=N/NC(=O)c2cc(-c3ccccc3)nc3ccccc23)c1O,nt,-6%,nt,-3%,-8.6%,-17%[9.22 µM],nt
COC(=O)c1ccc(C(NC(=O)OCc2ccccc2)/C(F)=C/[C@@H](C)C(=O)NCc2cc(C)on2)cc1 (some centres not stated),-2%,-1%,1%,nt,6.5%,nt,nt
O=S(=O)(c1ccccc1)N1c2cc(Cl)ccc2Oc2nc3ccccc3nc21,10%,-5%,2%,27%[46.1 µM],-0.8%,?,?
CC(=O)N(NC(=O)c1ccc(C)cc1)C1CC(=O)N(c2ccccc2Cl)C1=O (configuration not stated),-6%,-2%,1%,-1%[46.1 µM],0.0%,-11%,-2%
COc1ccc2oc(C)c(C(=O)c3ccc([N+](=O)[O-])cc3)c2c1,8%,?,-2%,4%,0.0%,?,-12%
